# HTRA1 inh: HTRA1 (human) protease inhibition; inhibition, % at 5.96 µM; recombinant HTRA1, FP-rhodamine activity-based probe, fluorescence polarization; Q92743; 0.5% of 340,000 active; in the data active = inhibition above about 36%;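 also: 0% = enzyme with DMSO and 100% = wells lacking enzyme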
# rCAG binder: binds r(CAG) RNA repeats; r(CAG) RNA repeat, TO-PRO-1 dye displacement fluorescence; inhibition, % at 3 µM; 1.3% of 370,000 active; AID 651821;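 active = inhibition above the plate cutoff, the mean of all test compounds on that plate plus 3 SD, cut at about 35% in these data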;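 also: 0% = DMSO alone and 100% = 100 µM mitoxantrone as full dye displacement; higher means more dye released from RNA so lower well fluorescence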
# TCR CD3 inh: human TCR-CD3 binding inhibition | TAMRA-labeled TCR probe fluorescence, biochemical | inhibition, % at 9.4 µM | 0.37% of 360,000 active | AID 651800; in the data active = inhibition above about 19%;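 also: recombinant mutant TCR 2C K166C tagged with TAMRA read by polarization; 0% = receptor in buffer alone and 100% = receptor with positive control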
# GC-B act: GC-B (human) receptor activation; P20594; HEK293-GC-B cells, CNP EC30, cGMP TR-FRET; 0% at EC30 CNP, 100% saturating CNP; activation, % at 10 µM; 0.11% of 370,000 active; AID 1920062;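 active = activation at 10 µM reaching about 35% in either raw or pattern-adjusted values, limit read from the data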
# UHRF1 binding: human UHRF1 methylated DNA binding inhibitors | Q96T88 | UHRF1 binding to methylated oligo, TR-FRET | inhibition, % at 4.4 µM | 0.75% of 370,000 active; in the data active = inhibition above about 21%;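 also: UHRF1 SRA domain binding a hemimethylated CpG hairpin DNA probe; 0% = median of test compound wells and 100% = reference inhibitor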
# MBD2 inh: inhibitors of human MBD2 binding to methylated oligonucleotide; Q9UBB5; TR-FRET; inhibition, % at 4.4 µM; 0.31% of 370,000 active; AID 686964; in the data active = inhibition above about 13%
# Target sequence (Q9UBB5 whole entry, looked up): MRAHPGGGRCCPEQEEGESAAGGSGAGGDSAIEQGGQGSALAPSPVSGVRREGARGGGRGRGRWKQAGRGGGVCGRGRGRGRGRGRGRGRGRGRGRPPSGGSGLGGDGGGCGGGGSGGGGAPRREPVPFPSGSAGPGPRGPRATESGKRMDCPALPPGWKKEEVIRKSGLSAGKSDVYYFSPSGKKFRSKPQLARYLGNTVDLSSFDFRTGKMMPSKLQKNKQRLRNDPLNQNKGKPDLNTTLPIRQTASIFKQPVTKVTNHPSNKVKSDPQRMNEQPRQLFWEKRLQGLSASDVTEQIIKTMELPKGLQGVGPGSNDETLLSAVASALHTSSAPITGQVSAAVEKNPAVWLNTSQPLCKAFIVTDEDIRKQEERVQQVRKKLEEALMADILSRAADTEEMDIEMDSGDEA
# ABHD4 inh: inhibits mouse alpha/beta hydrolase domain 4. 0.54% of 370,000 active. Q8VD66. inhibition, % at 8.92 µM. purified mABHD4, FP-Rh probe fluorescence polarization. AID 720543;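 active = inhibition exceeding the mean over every tested compound plus 3 SD, cut at about 30% in these data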;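 also: 0% = plate median of compound wells and 100% = S159A mutant with DMSO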
#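 Test system: mouse ABHD4 enzyme, wild type. Reagent: FP-Rh fluorescent activity-based probe, added after compound pre-incubation. Timing: pre-incubation 45 min, probe exposure 60 min, at 25 °C. Technique: FP readout, ex 525 nm / em 598 nm. Benchmarks: high control S159A mutant with DMSO, low control median of compound wells.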
# PRMT1 FP inh: blocks human protein arginine methyltransferase 1; inhibition, % at 2.79 µM; 1.3% of 370,000 active; Q99873; recombinant PRMT1, activity-based probe fluorescence polarization;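 active = inhibition above about 21% made by adding two undisclosed values, limit read from the data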
# Target sequence (Q99873 whole entry, looked up): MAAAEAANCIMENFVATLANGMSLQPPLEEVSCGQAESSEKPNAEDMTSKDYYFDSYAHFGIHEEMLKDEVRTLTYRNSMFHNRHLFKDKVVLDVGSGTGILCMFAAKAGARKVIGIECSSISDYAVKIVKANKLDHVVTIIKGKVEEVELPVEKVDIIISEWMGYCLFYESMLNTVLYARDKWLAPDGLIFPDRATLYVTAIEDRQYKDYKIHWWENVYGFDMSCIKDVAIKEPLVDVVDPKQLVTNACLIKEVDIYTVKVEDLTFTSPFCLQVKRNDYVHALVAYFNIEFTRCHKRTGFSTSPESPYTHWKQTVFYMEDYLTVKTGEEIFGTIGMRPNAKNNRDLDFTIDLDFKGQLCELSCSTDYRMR
# GC-A act: GC-A (human) enzyme activation | activation, % at 10 µM | AID 1671463 | P16066 | HEK293 GC-A cells, cGMP TR-FRET, EC30 ANP; 0% at EC30 ANP, 100% saturating ANP | 0.14% of 370,000 active; in the data active = activation above about 40%
# SIAE inh: blocks human sialic acid acetylesterase | Q9HAT2 | SIAE FP-Rh probe binding, fluorescence polarization | inhibition, % at 9.66 µM | 0.69% of 370,000 active | AID 1053197;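 active = inhibition above a cutoff: mean of compounds within the control limits plus 3 SD of those, cut at about 17% in these data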;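 also: 0% = plate median of compound wells and 100% = probe without SIAE protein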
# * hit, by the source's call; · = no result given. A portion of the library (hit frequency here may not be typical).
Molecule,HTRA1 inh,UHRF1 binding,GC-A act,TCR CD3 inh,SIAE inh,GC-B act,ABHD4 inh,MBD2 inh,rCAG binder,PRMT1 FP inh
COc1ccc(N(C(=O)c2snc(C(N)=O)c2N)C(C(=O)NC2CCCC2)c2ccc(F)cc2)c(OC)c1 (stereo unspecified),-4,-2,-10,-3,16,-8,-2,-8,2,-5
C=CCN(c1ccccc1)S(=O)(=O)c1ccc2c(c1)NC(=O)C(C)S2 (stereo unspecified),-5,-1,-10,-4,2,0,21,0,-2,0
CC(C)N(C(=O)Cn1cc(S(=O)(=O)CC(=O)NCc2ccccc2)c2ccccc21)C(C)C,1,3,2,-5,2,4,8,5,-8,1
CCOc1ccc(NC(=O)CN2CCN(CC(=O)Nc3ccc(F)c(F)c3)CC2)cc1,0,5,2,-3,2,11,0,0,-6,-2
COc1ccc(/C=C/C(=O)CCC(=O)O)cc1,4,0,4,5,6,2,-3,-3,-1,-3
Cc1c(Nc2nc(-c3cccc([N+](=O)[O-])c3)cs2)c(=O)n(-c2ccccc2)n1C,2,5,1,-9,4,-6,-2,-1,1,5
Cc1cccc(N2CCN(S(=O)(=O)c3ccc4c(c3)NC(=O)CO4)CC2)c1C,-14,1,-4,3,-2,0,3,1,0,-1
CC(C)(C)OC(=O)N1CCN(C(=O)c2[nH]c(C(F)(F)F)nc2-c2ccccc2)CC1,·,0,2,0,-2,4,8,5,11,2
Cc1ccc(-c2nnc(SCC(=O)NC3CCS(=O)(=O)C3)nc2-c2ccc(C)cc2)cc1 (stereo unspecified),1,-3,-13,4,-1,-5,-7,4,4,0
COc1ccc(NC(=O)CN2CCN(S(=O)(=O)c3cccs3)CC2)cc1Cl,-8,1,0,-1,-3,-5,2,-2,4,0
CCOc1ccc(NC(=O)CN(C)C(=O)c2cccnc2Sc2ccc(C)c(C)c2)cc1OCC,4,0,2,-2,-2,-2,-4,-2,-4,-2
COc1ccc(/C=C(\C#N)C(=O)Nc2cc(S(=O)(=O)N3CCCCC3)ccc2N2CCCCC2)cc1,-18,0,3,3,-8,6,1,-2,3,-3
CCc1ccc([C@@H]2CC=C(C(=O)O)[C@H](c3ccccc3F)N2S(=O)(=O)c2ccc(C)cc2)cc1,-26,-4,-1,9,1,2,17,3,69*,-1
CCOc1ccc(C(=O)N/N=C(\c2ccccc2)c2ccccn2)cc1,-7,-2,-7,-5,-3,-1,5,-6,-3,-5
O=C1CS(=O)CN1c1ccc(Oc2ccccc2)cc1 (stereo unspecified),5,0,1,-9,0,-4,1,4,0,-1
OCCC1CN(Cc2cccc3nccnc23)CCN1Cc1ccc(F)c(F)c1 (stereo unspecified),3,-2,0,4,1,0,-4,-1,-1,1
CC(=O)N(Cc1ccc(F)cc1)Cc1nc2ccccc2c(=O)[nH]1,0,-1,-2,-1,1,-2,2,0,-1,1
CCOc1ccccc1NC(=O)c1ccc2nc[nH]c2c1,-5,0,-7,1,-4,0,10,0,2,0
COCc1cc(CN2CCN(Cc3ccsc3)C(CCO)C2)ccc1OC (stereo unspecified),-1,2,2,-6,-2,1,-6,-3,-3,-4
Cc1cc(C)cc(OCC(=O)Nc2ccc(N3CCCCC3)cc2)c1,2,-3,2,-4,8,1,1,-6,-8,0
CN(C1=NS(=O)(=O)N=C(N(C)c2ccccc2)O1)c1ccccc1,5,3,-1,-9,-8,10,-13,5,3,8
O=C(NCCCN1CCCC1=O)c1ccc(NS(=O)(=O)c2ccc(F)cc2)cc1,-3,2,1,-6,0,-4,-3,0,4,-2
CC(C)c1ccc(/C=N/n2c(COc3ccccc3)n[nH]c2=S)cc1,-18,1,1,-3,4,-2,-16,-2,36*,31*
O=C1NC(Cc2ccccc2)c2nc3ccc(F)cc3c(=O)n2-c2ncccc21 (stereo unspecified),-8,-2,-7,0,7,-10,-4,-3,-1,-4
Cc1cccc(NC(=O)CSc2nnc(CCNC(=O)OC(C)(C)C)o2)c1C,8,3,5,-5,1,-6,-1,3,-5,-1
CCOC(=O)c1c(-c2ccc(-c3ccccc3)cc2)csc1NC(=O)CCC(=O)O,-44,1,7,7,-8,-7,-4,-4,43*,2
COCCN(CC(=O)Nc1cccc(C)c1C)C(=O)CN1C(=O)NC2(CCCCC2)C1=O,-1,1,2,-5,-4,3,-3,3,-2,0
COc1ccc(NC(=S)N2CCc3ccccc3C2)cc1,2,-1,1,-1,5,5,0,0,-2,-3
Cc1cc(C(=O)OCC(=O)NC2CCS(=O)(=O)C2)c(C)n1-c1ccccc1 (stereo unspecified),7,3,0,-15,1,5,-8,-5,-1,2
O=C(O)C1CCCN(S(=O)(=O)c2ccc(-c3ccc(=O)[nH]n3)s2)C1 (stereo unspecified),4,-4,7,4,0,-5,-1,2,1,-1

# Later entries
Molecule,HTRA1 inh,UHRF1 binding,GC-A act,TCR CD3 inh,SIAE inh,GC-B act,ABHD4 inh,MBD2 inh,rCAG binder,PRMT1 FP inh
CCNc1nnc(CCn2nc(C)c(Br)c2C)s1,-1,2,-5,-6,4,-5,-6,-3,-2,-5
CN(C)C(=O)CCC(=O)N1CCCC(N2CCN(c3cccc(C(F)(F)F)c3)CC2)C1 (stereo unspecified),-3,4,6,-13,-1,11,-16,4,-5,4
CCOC(=O)N1CCN(S(=O)(=O)c2cc(-c3nn4c(C)nnc4c4ccccc34)ccc2C)CC1,6,1,8,-5,4,5,3,0,1,-1
O=C(COc1ccc(-n2cnnn2)cc1)Nc1cccc(Cl)c1Cl,1,-1,-2,7,-2,-1,-6,-3,7,-2
Cc1cccc(NC(=S)NCCCN2CCOCC2)c1,7,2,-1,-3,2,4,-4,1,3,4
CCOC(=O)CNC(=O)c1cc(-c2ccccn2)nc2c(C)c(Cl)ccc12,0,-2,2,2,4,-4,-1,-1,3,-1
CCOc1ccc(NC(=O)Nc2ccc3nsnc3c2)cc1,-2,1,1,-3,-4,10,4,3,10,4
Cc1ccccc1NC(=O)C1CCCN1S(=O)(=O)c1ccc2c(c1)n(C)c(=O)c(=O)n2C (stereo unspecified),-2,-2,3,1,1,6,-1,1,2,0
O=C(N/N=C/C=C/c1ccco1)c1cccc([N+](=O)[O-])c1,19,-1,-1,3,17*,-7,14,-3,17,10
CCOC(=O)C1=C(c2ccccc2)Nc2nc(C)nn2C1c1cccc(OC)c1OC (stereo unspecified),-4,-1,-3,7,14,-7,3,1,-6,-2
O=S(=O)(c1ccccc1)n1cc(-c2cccc3nccn23)c2ccccc21,·,0,-19,-6,-1,-14,1,4,7,0
COc1cc(OC)cc(-n2nnnc2SCC(=O)NCc2cccs2)c1,1,4,-1,2,-9,0,-8,3,-3,7
CCNS(=O)(=O)c1ccc(Br)c(OC)c1,-6,3,4,-3,6,-3,-5,-1,-4,-1
COc1cccc(N(C(=O)Cn2nnc(-c3ccc(C)cc3)n2)C(C(=O)NC(C)(C)C)c2c[nH]c3ccccc23)c1 (stereo unspecified),-50,0,-11,0,-8,1,-24,4,7,-4
Cc1cccc(NC(=O)COC(=O)c2cccc(S(=O)(=O)N3CCCCCC3)c2)c1,-41,1,-5,-4,-33,-3,-18,-3,4,-1
CN(C)S(=O)(=O)N(CC(=O)Nc1ccc(S(=O)(=O)N2CCCC2)cc1)c1ccccc1,2,-3,-3,-4,-15,-1,-12,-5,12,-4
O=C(NNC1=NC2(CCCC2)Cc2ccccc21)c1cccnc1,-2,-3,3,-6,15,-6,-2,-7,-2,0
COc1ccc(NC(=S)NNC(=O)C(C)n2nc(C)c([N+](=O)[O-])c2C)cc1 (stereo unspecified),-1,1,1,5,5,-1,3,0,5,-5
Cc1ccc(S(=O)(=O)n2cc(-c3ccccc3)c3ccccc32)cc1,-36,-3,0,7,-7,9,-15,3,3,-2
COc1cccc(C(=O)Nc2ccc3c(c2)OC[C@H](C)N(CCc2ccccc2)C[C@@H](C)[C@@H](OC)CN(C)C3=O)c1,·,0,0,-7,-1,3,-7,3,6,2
CCN(CC)CC(C)(C)C(=O)/C=C/c1ccc(/C=C/C(=O)C(C)(C)CN(CC)CC)cc1,2,0,-7,-4,4,0,5,-1,0,13
Nc1c(C(=O)CSc2nnc(Cc3ccccc3)o2)c(=O)[nH]c(=O)n1C1CC1,5,-3,0,-2,-1,-9,11,-2,-1,3
CCOC(=O)C(=CNc1nc2ccc(C(=O)OCC)cc2s1)C(=O)OCC,·,0,7,0,-5,-1,-4,1,0,-1
COc1ccc(CCNC(=O)CN2CCN(S(=O)(=O)c3ccc(Cl)cc3)CC2)cc1OC,4,11,-11,7,0,-14,-1,4,-7,3
O=S(=O)(c1cccs1)N1CCN(S(=O)(=O)c2cccs2)CC1,-2,-3,4,4,7,1,1,2,-3,-4
Cc1noc(C)c1COC(=O)c1cc(S(=O)(=O)N2CCOCC2)ccc1Cl,-6,2,0,0,-3,-3,1,3,0,4
COCCn1c(C)cc(/C=C2/NC(=O)N(Cc3ccc(C)cc3)C2=O)c1C,7,-1,1,-1,8,-5,6,-2,9,4
Nc1ccc(OCc2ccccc2)cc1[N+](=O)[O-],1,-9,5,4,9,4,6,-11,4,-2
S=c1[nH]nc(-c2ccco2)n1-c1ccccc1Cl,10,-4,0,5,5,4,0,0,0,0
O=C(CN1C(=O)NC2(CCOc3ccccc32)C1=O)NCc1ccccc1 (stereo unspecified),-2,0,4,-1,7,4,1,-5,0,2

# The listing continues:
Molecule,HTRA1 inh,UHRF1 binding,GC-A act,TCR CD3 inh,SIAE inh,GC-B act,ABHD4 inh,MBD2 inh,rCAG binder,PRMT1 FP inh
CCCN1C(=O)c2n[nH]c(C(C)C)c2C1c1cccc(C(F)(F)F)c1 (stereo unspecified),·,-2,-2,4,2,-8,-6,-3,-1,-4
O=C(COC(=O)C1CC(=O)N(Cc2ccco2)C1)Nc1ccc(F)cc1F (stereo unspecified),7,-5,-3,-3,8,4,-3,0,0,2
CCOc1ccc(S(=O)(=O)N(CC(=O)NCC(F)(F)F)Cc2ccco2)cc1,0,2,-2,-3,3,0,6,0,-5,-1
COc1ccc(NC(=O)C2CC(=O)N=C(N)S2)cc1 (stereo unspecified),4,-1,0,8,5,-10,3,-3,2,0
O=C(C1CCC(CNS(=O)(=O)c2cccc3cccnc23)CC1)N1CCc2ccccc21 (stereo unspecified),-7,-2,-2,1,-2,4,5,-5,3,1
Cc1ccc(CNC(=O)c2ccc(S(=O)(=O)N3CCCCC3)cc2)cc1,-1,1,1,1,-1,1,6,0,2,-3
Cc1ccc(CNC(=O)C2CCC(=O)N2C(C)C)cc1 (stereo unspecified),4,1,4,4,0,8,4,1,-1,2
C=C(C)Cn1c(CNC(C)=O)nc2ccccc21,5,1,2,1,4,-3,-4,-6,3,-4
COC(=O)c1cc(S(=O)(=O)Nc2ccc(C)cn2)c[nH]1,1,1,1,-2,-4,3,1,-1,1,6

# Structural class, those above with a tert-butyl group.
Molecule,HTRA1 inh,UHRF1 binding,GC-A act,TCR CD3 inh,SIAE inh,GC-B act,ABHD4 inh,MBD2 inh,rCAG binder,PRMT1 FP inh
CC(C)(C)OC(=O)N1CCN(C(=O)c2[nH]c(C(F)(F)F)nc2-c2ccccc2)CC1,·,0,2,0,-2,4,8,5,11,2
Cc1cccc(NC(=O)CSc2nnc(CCNC(=O)OC(C)(C)C)o2)c1C,8,3,5,-5,1,-6,-1,3,-5,-1
COc1cccc(N(C(=O)Cn2nnc(-c3ccc(C)cc3)n2)C(C(=O)NC(C)(C)C)c2c[nH]c3ccccc23)c1 (stereo unspecified),-50,0,-11,0,-8,1,-24,4,7,-4
